High-throughput results deposited in PubChem BioAssay by The Scripps Research Institute Molecular Screening Center.
TEAD-YAP block: TEAD-YAP interaction inhibition | HEK-TIYL cells, TEAD-Gal4/YAP UAS-luciferase luminescence | inhibition, % at 9.12 µM | 640,000 compounds, 1.4% hits | AID 1259422; in the data active = inhibition above about 32%;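 note: 0% = median of test compound wells and 100% = reference inhibitor wells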
MITF inh: inhibitors of human MITF; AlphaScreen MITF homodimerization, bead proximity signal; inhibition, % at 2.6 µM; 650,000 compounds, 0.91% hits; AID 1259374; in the data active = inhibition above about 50%;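 note: 0% = vehicle wells with protein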
FBW7 activator: human FBW7 E3 ligase activation, primary screen; AlphaScreen FBW7–phospho-cyclin E peptide binding, activator screen; normalized activity (activation), % at 26.1 µM; 650,000 compounds, 0.13% hits; AID 1259310; in the data active = normalized activity above about 1.9%;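 note: purified mutant Fbw7 with reduced substrate affinity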
Target sequence (Q969H0 whole entry, looked up): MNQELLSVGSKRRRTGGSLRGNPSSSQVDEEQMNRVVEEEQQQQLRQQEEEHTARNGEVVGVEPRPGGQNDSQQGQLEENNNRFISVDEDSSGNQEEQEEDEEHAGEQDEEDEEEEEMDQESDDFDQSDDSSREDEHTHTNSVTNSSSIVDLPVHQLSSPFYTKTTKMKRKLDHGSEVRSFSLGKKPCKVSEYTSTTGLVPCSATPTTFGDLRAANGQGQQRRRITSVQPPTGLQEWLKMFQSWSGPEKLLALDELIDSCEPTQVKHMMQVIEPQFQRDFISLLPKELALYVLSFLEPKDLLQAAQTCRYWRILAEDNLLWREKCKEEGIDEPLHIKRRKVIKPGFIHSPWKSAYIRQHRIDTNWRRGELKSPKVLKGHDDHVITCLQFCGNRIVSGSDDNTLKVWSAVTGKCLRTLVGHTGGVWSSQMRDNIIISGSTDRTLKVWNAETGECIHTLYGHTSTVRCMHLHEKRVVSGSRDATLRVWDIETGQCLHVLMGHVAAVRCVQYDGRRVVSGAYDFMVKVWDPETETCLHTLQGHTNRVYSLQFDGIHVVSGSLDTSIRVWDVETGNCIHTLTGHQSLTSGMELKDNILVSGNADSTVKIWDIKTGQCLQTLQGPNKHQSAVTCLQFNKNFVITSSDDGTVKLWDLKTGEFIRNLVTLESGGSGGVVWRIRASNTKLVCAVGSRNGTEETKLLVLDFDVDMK
GPR151 activ: activates the human receptor GPR151; 650,000 compounds, 1% hits; AID 1508602; PathHunter beta-arrestin GPR151 cells, luminescence; activation, % at 11.2 µM; in the data active = activation above about 4.9%;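 note: 0% = median of compound wells and 100% = cells with positive control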
Target sequence (Q8TDV0 whole entry, looked up): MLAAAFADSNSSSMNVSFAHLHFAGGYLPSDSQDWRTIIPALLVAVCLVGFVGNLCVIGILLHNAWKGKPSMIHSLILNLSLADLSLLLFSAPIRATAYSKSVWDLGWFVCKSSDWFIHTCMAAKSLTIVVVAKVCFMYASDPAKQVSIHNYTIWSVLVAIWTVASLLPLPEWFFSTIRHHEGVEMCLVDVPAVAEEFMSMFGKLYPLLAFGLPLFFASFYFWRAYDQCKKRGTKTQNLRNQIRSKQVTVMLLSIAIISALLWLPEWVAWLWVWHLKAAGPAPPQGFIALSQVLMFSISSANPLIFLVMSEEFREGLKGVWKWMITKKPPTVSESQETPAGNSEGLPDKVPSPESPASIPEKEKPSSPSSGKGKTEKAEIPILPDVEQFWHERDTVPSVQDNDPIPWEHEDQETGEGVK
Active calls of the source: *. Compounds were not picked by outcome; any-hit rate near 3.4%.

The line under a structure holds: TEAD-YAP block	MITF inh	FBW7 activator	GPR151 activ
- COC(=O)c1ccc(CN2CCN(Cc3ccc(OC)c(C)c3)C(CCO)C2)cc1 (centres undefined)
 : -4.1	0.4	-0.1	4.5
- COC(C(=O)N1CCC(O)(c2ccccn2)CC1)c1ccccc1 (centres undefined)
 : 1.5	10.5	0.2	-1.7
- CSCC[C@H](NC(C)=O)C(=O)N1CCc2nnc(C(C)C)n2CC1
 : -2.0	-6.9	0.0	0.8
- CN(C)/N=C/c1ccc(OC(=O)c2ccccc2Cl)cc1
 : -4.7	7.2	0.0	-0.7
- COc1ccc(Nc2nc(Cc3ccccc3)nc3sc4c(c23)CCCC4)c(OC)c1
 : 9.8	-6.9	-0.1	-1.0
- Cc1ccc(C(O)(C(=O)Nc2ccccn2)c2ccc(C)cc2)cc1
 : -7.0	-7.9	0.0	-1.1
- CC1CCCC(Nc2ccc(N3C(=O)C4C5C=CC(C5)C4C3=O)cc2[N+](=O)[O-])C1C (centres undefined)
 : 3.4	2.2	-0.6	1.0
- COCCCNCCOCCOc1ccc(Cl)c(Cl)c1
 : -10.4	7.8	0.1	1.4
- N#CC1=C(N)OC2=C(C(=O)CCC2)C1c1cc([N+](=O)[O-])cs1 (centres undefined)
 : 4.2	-12.4	-0.2	-0.4
- N#CC1=C(N)Oc2n[nH]c(-c3ccccc3)c2C1c1ccc(Cl)cc1 (centres undefined)
 : -1.6	4.1	-0.7	1.1
- CCC(=O)N1CCc2cc(S(=O)(=O)NC(C)C)ccc21
 : -2.2	-2.4	-0.2	0.9
- Cc1ccc2cccc(SCc3ccc(F)cc3)c2n1
 : -0.9	-0.6	0.1	0.4
- COc1ccc(C[C@@H]2NC(=O)[C@@H]3C[C@H](NCc4cc(C)ccc4F)CN3C2=O)cc1
 : -2.3	-12.4	-0.2	0.1
- CCOC(=O)C(CCOCCOc1cccc(CC)c1)C(=O)OCC
 : 4.4	-11.8	0.1	-0.6
- COc1cccc(/C=N/NC(=O)c2cc(O)c(O)c(O)c2)c1
 : 9.8	3.4	-0.3	-0.8
- CS(=O)(=O)N1CCCC(C(=O)Nc2ccccc2-c2nc3ccccc3[nH]2)C1 (centres undefined)
 : -17.3	-11.1	-0.1	1.0
- Cc1c(C(=O)N2CCN(c3ccccn3)CC2)oc2ccccc12
 : -15.0	15.5	0.7	2.1
- N#Cc1ccc(-c2cccs2)nc1SCc1ccc(Cl)c(Cl)c1
 : 3.1	1.9	0.0	-1.1
- COc1ccccc1-n1nc(C(=O)NCCN2CCCC2)c2ccccc2c1=O
 : 0.9	-3.6	-0.2	-0.3
- COc1ccc(N2C(=O)c3ccc(N)cc3C2=O)cc1
 : -37.6	16.9	-0.1	-0.7
- Cc1cccc(NC(=O)CCC(=O)N/N=C/c2ccc(F)cc2)c1
 : -0.1	0.0	0.0	-1.1
- CCOc1cc(C#N)c(Br)c(Br)c1OC
 : -6.5	1.1	0.4	0.1
- Cc1cc(C)n(-c2nc3c(c(=O)n2CC(=O)NCc2ccc(F)cc2)CCCC3)n1
 : 7.8	-12.7	0.1	-0.4
- CCc1nc2sc(C(c3ccccc3)N3CCN(CC)CC3)c(O)n2n1 (centres undefined)
 : 4.8	19.6	0.3	0.0
- COc1ccc(C(=O)NCC(=O)N/N=C/c2ccc(O)c([N+](=O)[O-])c2)cc1OC
 : 2.2	11.2	0.0	-0.1
- CCOC(=O)C1CCCN(C2CCC(=O)N(Cc3cccc(OC)c3)CC2)C1 (centres undefined)
 : -11.8	3.1	-0.1	-0.8
- CN1CCN(C(=O)c2ccc(-c3cc(N)ncn3)cc2)CC1
 : -9.6	10.5	0.2	1.4
- CC1CC(O)(C#CCNc2ccccc2Cl)C(C)CN1C (centres undefined)
 : 0.0	-0.8	0.0	-0.5
- CCCS(=O)(=O)N1N=C(c2ccc(Cl)cc2)CC1c1ccco1 (centres undefined)
 : -5.6	5.6	0.3	-1.1
- Cc1cccc(OCCn2c(SCc3nc4ccccc4[nH]3)nc3ccccc32)c1
 : -16.3	-17.9	0.0	0.5
- CCn1c(=O)[nH]c2c(C(N)=O)nc(-c3cccc(F)c3)nc21
 : 7.2	-0.1	-0.2	-0.5
- COc1ccc(C2C(C(=O)OC(C)C)=C(C)NC3=C2C(=O)CC(c2ccc(OC)c(OC)c2)C3)c(OC)c1 (centres undefined)
 : 4.2	-17.8	-0.1	1.0
- CCc1ccc(C(=O)/C=C/Nc2ccc(S(=O)(=O)Nc3cnc4ccccc4n3)cc2)cc1
 : -6.0	-1.4	-0.3	0.5
- O=C(OCCN1C(=O)c2cccc3c(N4CCOCC4)ccc(c23)C1=O)c1cccc([N+](=O)[O-])c1
 : -2.7	2.1	0.1	1.2
- O=C(CSc1nnc(-c2ccccc2)o1)Nc1nc(-c2ccccc2)ns1
 : 0.2	-6.4	0.0	1.9
- Cc1ccc(-n2c(N)c(C(=O)N3CCOCC3)sc2=S)c(C)c1
 : 1.2	1.9	0.0	0.3
- O=C1OC(c2cc(Cl)ccc2Cl)=N/C1=C\c1ccc(Br)cc1
 : 1.2	8.0	-0.1	1.3
- O=C(c1cccc(F)c1)N1CCC(N2CCOCC2)CC1
 : -1.8	30.9	-0.1	1.0
- Cc1cc(C)n(/N=C/c2ccccc2OCc2ccccc2)c(=O)c1C#N
 : -7.8	13.7	0.1	0.3
- CC(C)CN(C(=O)C1COc2ccccc2O1)c1c(N)n(CC(C)C)c(=O)[nH]c1=O (centres undefined)
 : -2.2	5.2	-0.1	1.6
- O=C1CCCN1CCn1cnc2c(Nc3ccccc3)nc(N3CCC(N4CCOCC4)CC3)nc21
 : -14.9	11.0	0.2	-0.8
- CC(=O)COc1ccc2c(c1)O/C(=C\c1cccc(F)c1)C2=O
 : -32.6	12.2	0.2	1.8
- COCCNC(=O)COc1ccc(-c2ccccc2)cc1Br
 : -60.3	-6.9	-0.1	0.0
- COc1ccc(C2N(S(=O)(=O)c3ccc(C)cc3)CCN2S(=O)(=O)c2ccc(C)cc2)cc1
 : -7.2	39.4	0.7	-1.5
- C=CCNC(=O)COc1cccc(C)c1
 : -10.8	2.0	0.1	0.9
- O=C(NN1CCOCC1)c1sc2cccc(F)c2c1Cl
 : 11.7	15.2	0.3	-1.0
- CN(Cc1ccccc1)S(=O)(=O)c1ccc(F)c(C(=O)Nc2ccc(C(F)(F)F)cc2)c1
 : -9.9	-10.5	0.0	-2.2
- Cc1c(Cl)cccc1-c1ccc(C(=O)N2CCN(c3ccc(Cl)cc3[N+](=O)[O-])CC2)o1
 : -0.5	-1.9	-0.1	-0.1
- COc1cc(C2C(C#N)=C(N)Oc3n[nH]c(-c4ccc(Br)cc4)c32)cc(OC)c1OC(=O)N1CCOCC1 (centres undefined)
 : 7.3	8.8	0.1	-1.9
- CC(C)COC(=O)Nc1nnc(Cc2ccc(Cl)c(Cl)c2)s1
 : 7.4	19.7	0.3	1.1
- COc1ccc(Cl)cc1NC(=O)CCN1CCN(Cc2ccccc2)CC1
 : -0.4	2.3	-0.1	0.4
- CCC(Sc1nc(NCCc2ccccc2)c2ccccc2n1)C(=O)Nc1ccc2c(c1)OCO2 (centres undefined)
 : -3.2	3.2	0.1	0.0
- Cn1c(N)c(C(=O)COC(=O)Cn2[nH]c(=O)c3ccccc3c2=O)c(=O)n(C)c1=O
 : 5.0	5.9	0.0	1.2
- CCOCCCNC(=O)C1CCC(CNS(=O)(=O)c2ccc(NC(C)=O)cc2)CC1 (centres undefined)
 : -0.3	4.0	-0.2	0.9
- O=C1CN(S(=O)(=O)c2ccccc2C(F)(F)F)CCN1
 : 6.4	-12.2	-0.1	1.3
- Cc1ccc(Nc2nc(CSc3nnc(N)s3)cs2)cc1
 : 43.9*	6.7	-0.1	0.0
- COc1ccccc1NC(=O)Cn1cnc2c(cnn2-c2ccc(Cl)cc2)c1=O
 : 3.6	4.7	-0.2	-1.1
- C=CCOc1c(Cl)cc(/C=c2\sc3n(c2=O)C(c2ccc(OCC)cc2)C(C(=O)OCC)=C(C)N=3)cc1Cl (centres undefined)
 : -1.2	6.8	0.2	0.2
- CCCCCN(C(=O)NC(=O)Nc1cccc2ccccc12)S(=O)(=O)c1ccccc1
 : 7.4	7.3	0.4	0.3
- Cc1ccc(-n2cc3ccc([N+](=O)[O-])cc3n2)cc1
 : -28.3	11.2	0.8	-3.2

Continuation.
The line under a structure holds: TEAD-YAP block	MITF inh	FBW7 activator	GPR151 activ
- CC1(C)OC(=O)C(=CNCCO)C(=O)O1
 : 2.9	-4.5	-0.1	0.0
- Cc1cc(=O)oc2cc(OCC(=O)NNC(=O)CCc3nc4ccccc4s3)ccc12
 : -8.3	0.1	0.0	1.0
- CCOc1ccc(NS(=O)(=O)c2ccc3c(c2)OCCN3C)cc1
 : 9.3	9.2	-0.2	1.8
- O=C1c2ccccc2-c2nnc3c(c21)CCCCC3
 : -10.9	21.1	0.0	-2.2
- CCOC(=O)C1(Cc2ccc(OC)cc2)CCN(C(=O)c2oc(C)cc2C)CC1
 : -7.7	6.2	0.0	-0.5
- CC(=O)CCc1c(C)nc2c(C)cccc2c1Cl
 : 8.6	-4.7	-0.1	0.4
- CCOC(=O)C1=C(C)N=c2s/c(=C\c3ccc(OCc4ccc(F)cc4)c(OC)c3)c(=O)n2C1c1c(OC)ccc2ccc(OC)cc12 (centres undefined)
 : 2.9	-7.7	-0.1	-0.5
- N#Cc1c(NC(=O)CN2CCCCCC2)sc2c1CCC2
 : 0.9	21.3	-0.1	-0.4
- Cc1cc(=O)[nH]c(Nc2nc(C)c3ccccc3n2)n1
 : 3.4	10.7	0.0	0.1
- CCOC(=O)C1=C(O)/C(=C\c2ccc(O)c(OCC)c2)N=C1C
 : 1.4	11.7	0.2	3.0
- COc1ccccc1NC(=O)COC(=O)C(CCSC)N1C(=O)c2ccccc2C1=O (centres undefined)
 : 0.7	-11.1	-0.1	1.0
- CC(C)(C)NC(=O)C(=O)NNC(=O)c1ccc(Cl)cc1
 : -4.5	-9.5	0.1	-0.2
- COc1ccccc1-n1c(CNC(=O)c2ccc(S(=O)(=O)N(C)C)cc2)nnc1SCC(=O)Nc1ccccc1F
 : -5.3	-9.4	0.1	-0.8
- CCOC(=O)C(C)Sc1ccc2nnc(-c3ccc(OC)cc3)n2n1 (centres undefined)
 : 0.2	8.5	0.0	1.3
- Cc1[nH][nH]c(=O)c1N=Nc1ccc(S(N)(=O)=O)cc1
 : -7.1	8.6	-0.1	-3.9
- Cc1nn(C)c(C)c1S(=O)(=O)N1CCCC(C(=O)c2ccc3c(c2)OCO3)C1 (centres undefined)
 : -6.0	-2.5	-0.1	-0.9
- CCCn1cnc2sc(C(=O)N3CCN(c4cccc(Cl)c4)CC3)c(C)c2c1=O
 : 2.1	3.0	0.0	0.2
- N#C/C(=C\c1ccc(O)c([N+](=O)[O-])c1)c1nc2ccccc2[nH]1
 : -12.1	-16.4	-0.2	-1.4
- O=C(NCc1ccco1)C(=S)N1CCOCC1
 : 7.2	-12.1	-0.1	1.1
- COCCN(Cc1cccnc1)C(Cc1ccccc1)C1CCN(C(C)=O)CC1 (centres undefined)
 : 0.3	15.8	-0.2	-0.2

Taken from above.
`Cc1cc(=O)oc2cc(OCC(=O)NNC(=O)CCc3nc4ccccc4s3)ccc12` in MITF inh reads 0.1
`N#C/C(=C\c1ccc(O)c([N+](=O)[O-])c1)c1nc2ccccc2[nH]1` in MITF inh reads -16.4

(listing goes on)
The line under a structure holds: TEAD-YAP block	MITF inh	FBW7 activator	GPR151 activ
- O=C1CCCN1CCCNc1nc(NCc2ccc3c(c2)OCO3)nc2c1ncn2-c1ccccc1
 : -3.5	7.6	0.0	-0.2
- CS(=O)(=O)c1ccc(-c2cccc3c2OC(CNC(=O)C2=CCCC2)C3)cc1 (centres undefined)
 : 8.5	-24.1	-0.1	1.9
- O=C(N/N=C/c1cc(Br)cc([N+](=O)[O-])c1O)c1ccccc1[N+](=O)[O-]
 : -7.7	15.1	-0.7	0.0
- COC(=O)c1c(NC(=O)c2ccncc2)sc2c1CCC(C(C)(C)C)C2 (centres undefined)
 : -3.3	-3.4	-0.1	-0.5
- CCNC(=O)NC(=O)CN1C(=O)c2ccccc2S1(=O)=O
 : -4.8	-4.1	0.0	0.5
- CC1(C)CC(=O)C2=C(C1)OC(N)=C(C#N)C2c1cccc(Oc2ccccc2)c1 (centres undefined)
 : -19.8	14.7	0.5	0.4
- COC(=O)c1c(NC(=O)c2cc([N+](=O)[O-])ccc2Cl)sc2c1CCC(C)C2 (centres undefined)
 : 3.1	8.2	0.0	0.7
- C=C(C)CNCC1OCCc2ccccc21 (centres undefined)
 : -3.7	14.5	0.2	1.9
- CCCOC(=O)C1=C(C)NC2=C(C(=O)CC(c3ccc(OC)cc3)C2)C1c1cc(Cl)c(O)c(OCC)c1 (centres undefined)
 : 5.0	12.1	0.1	-1.2
- COc1cccc(C(=O)Nc2cccc(N3CCCC3=O)c2)c1
 : -18.7	12.3	0.5	-2.1
- CC1(C(=O)NCc2ccco2)COC(c2ccccc2)OC1 (centres undefined)
 : -0.5	12.8	0.0	-0.8
- CC(C)N(C(=O)CN1C(=O)NC(c2ccccc2)(c2ccccc2)C1=O)c1ccccc1
 : 9.0	-3.6	-0.1	-0.3
- COc1ccc(CCNC(=O)c2csc(-c3ccc(C(=O)N4CCN(C)CC4)cc3)n2)cc1
 : 20.1	8.7	0.1	1.3
- COc1ccc(-c2cc(N3CCN(C(=O)c4c(F)cccc4Cl)CC3)ncn2)cc1
 : -10.1	-6.0	0.1	1.4
- Cc1ccc(NC(=O)CSc2nc3ccccc3c(=O)n2CCc2ccc(S(N)(=O)=O)cc2)cc1Cl
 : 9.8	10.6	0.1	3.0
